Compound activity as filed in PubChem BioAssay.
MBD2 inh = inhibitors of MBD2 binding to methylated DNA, primary screen, biochemical, TR-FRET, DNA-binding domain, human. Methyl-CpG-binding domain protein 2 (Homo sapiens), Q9UBB5. inhibition, % at 4.4 µM. 370,000 compounds, 0.31% hits. MBD2 binding to methylated oligonucleotide. AID 686964, 2013; in the data active means inhibition above about 13%
DDE Tn6 FP inh = inhibitors of Tn6 peptide binding to fibrin DD(E), primary screen, biochemical, fluorescence polarization, human fibrin, Tn6 probe; Fibrinogen beta chain (Homo sapiens), P02675; Fibrin DD(E) TRITC-Tn6 fluorescence polarization displacement; inhibition, % at 8.3 µM; 370,000 compounds, 0.21% hits; AID 720509, 2013;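 active means inhibition above a per-campaign cutoff: mean of compounds within control limits plus 3 SD, cut at about 15% in these data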;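 further: 0% = median of all compound wells on the plate and 100% = blocking peptide control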
ADAM17 inh = ADAM17 inhibitors, primary screen, biochemical, QFRET; recombinant ADAM17, EDANS/DABCYL FRET peptide cleavage; inhibition, % at 6.95 µM; Disintegrin and metalloproteinase domain-containing protein 17 (Homo sapiens), P78536; 370,000 compounds, 0.83% hits;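 active means inhibition above the mean of compounds lying between control limits plus 3 SD, set per campaign, cut at about 8.5% in these data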;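 further: 0% = DMSO-only wells as the low control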
proKLK7 act = proKLK7 zymogen activators, primary screen, biochemical, fluorescence intensity | Kallikrein-7 (Homo sapiens), P49862 | purified proKLK7, EDANS-DABCYL substrate fluorescence; 100% is mature enzyme control, 0% vehicle | activation, % at 7 µM | 370,000 compounds, 0.9% hits | AID 652039, 2013;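 active means activation above the mean of all tested compounds plus 3 SD, computed per campaign excluding outliers beyond control limits, cut at about 13% in these data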
PLC-gamma1 inh = PLC-gamma1 enzyme inhibitors, primary screen, biochemical, fluorescence, purified enzyme | 1-phosphatidylinositol 4,5-bisphosphate phosphodiesterase gamma-1 (Homo sapiens), P19174 | fluorogenic substrate | inhibition, % at 12.2 µM | 370,000 compounds, 0.84% hits | AID 720700, 2013; in the data active means inhibition above about 9.5%
UHRF1 MBD2 ctr = UHRF1 methylated DNA binding inhibitors, primary screen, counter-screen for MBD2 inhibitor project, biochemical, TR-FRET, human UHRF1, single concentration. E3 ubiquitin-protein ligase UHRF1 (Homo sapiens), Q96T88. AID 687016, 2013. 370,000 compounds, 0.75% hits. inhibition, % at 4.4 µM. UHRF1 binding to methylated oligo; in the data active means inhibition above about 21%;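 further: UHRF1 SRA domain binding a hemimethylated CpG hairpin DNA probe; 0% = median of test compound wells and 100% = reference inhibitor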
Target sequence (Q96T88 whole entry, looked up, the tested form may be a part): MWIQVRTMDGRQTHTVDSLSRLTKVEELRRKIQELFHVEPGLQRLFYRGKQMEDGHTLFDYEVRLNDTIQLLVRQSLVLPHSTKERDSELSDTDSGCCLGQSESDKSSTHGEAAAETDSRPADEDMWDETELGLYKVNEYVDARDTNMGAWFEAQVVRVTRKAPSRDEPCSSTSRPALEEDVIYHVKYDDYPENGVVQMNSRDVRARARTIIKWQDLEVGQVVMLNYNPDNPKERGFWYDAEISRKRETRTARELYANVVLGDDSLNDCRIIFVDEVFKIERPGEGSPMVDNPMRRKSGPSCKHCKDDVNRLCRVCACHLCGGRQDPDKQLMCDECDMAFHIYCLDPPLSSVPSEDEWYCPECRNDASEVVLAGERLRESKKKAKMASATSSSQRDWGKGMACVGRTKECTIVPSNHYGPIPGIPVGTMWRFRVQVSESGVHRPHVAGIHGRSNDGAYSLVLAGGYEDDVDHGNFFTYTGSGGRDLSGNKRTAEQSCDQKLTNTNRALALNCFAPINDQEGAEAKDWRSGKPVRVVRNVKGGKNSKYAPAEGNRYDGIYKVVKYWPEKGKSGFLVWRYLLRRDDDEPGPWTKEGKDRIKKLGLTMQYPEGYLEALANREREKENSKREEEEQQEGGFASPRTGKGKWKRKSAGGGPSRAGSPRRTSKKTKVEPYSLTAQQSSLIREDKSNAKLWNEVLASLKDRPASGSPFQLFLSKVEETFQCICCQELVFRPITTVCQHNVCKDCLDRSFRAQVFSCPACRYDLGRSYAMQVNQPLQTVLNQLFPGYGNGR
ARFGAP1 inhibitor = inhibitors of rat ARFGAP1 GAP activity, primary screen, biochemical, fluorescence polarization, GDP tracer | ADP-ribosylation factor GTPase-activating protein 1 (Rattus norvegicus), Q62848 | Arfgap1-stimulated ARF1 GTP hydrolysis, GDP FP detection | inhibition, % at 16.5 µM | 360,000 compounds, 0.26% hits;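 active means inhibition above a per-plate limit, mean inhibition of low control wells plus 3 SD, cut at about 25% in these data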;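 further: 0% = DMSO wells with enzyme and 100% = wells lacking Arfgap1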
Target sequence (Q62848 1-136 limits assumed): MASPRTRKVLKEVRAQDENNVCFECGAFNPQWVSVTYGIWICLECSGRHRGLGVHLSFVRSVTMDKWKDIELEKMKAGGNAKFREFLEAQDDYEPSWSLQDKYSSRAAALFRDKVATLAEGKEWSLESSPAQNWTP
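system = rat Arfgap1 catalytic domain, aa 1-136 | technique = FP, GDP Alexa 633 tracer displaced from anti-GDP antibody, 620/688 nm | compound = one concentration, 16.5 µM, DMSO 1.26% | medium = HEPES-based buffer, pH 7.5 | timing = compound-enzyme preincubation 20 min, reaction 120 min, detection 60 min, 25 °C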
PLC-beta3 inh = human PLC-beta3 inhibitors, primary screen, biochemical, fluorescence; 1-phosphatidylinositol 4,5-bisphosphate phosphodiesterase beta-3 (Homo sapiens), Q01970; Purified PLC-beta3, fluorogenic substrate; inhibition, % at 12.2 µM; 370,000 compounds, 0.18% hits; in the data active means inhibition above about 11%;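 further: 0% = median of compound wells on plate and 100% = full blocker control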
ASAP1 GAP inh = inhibitors of human ASAP1 ArfGAP activity, primary screen, biochemical, fluorescence polarization; Arf-GAP with SH3 domain, ANK repeat and PH domain-containing protein 1 (Homo sapiens), …; ASAP1-stimulated ARF1 GTP hydrolysis, GDP FP detection; inhibition, % at 16.5 µM; 360,000 compounds, 0.19% hits; in the data active means inhibition above about 25%;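 further: 0% = vehicle with enzyme and substrate and 100% = no enzyme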
DDE Tn7 FP inh = inhibitors of Tn7 peptide binding to fibrin DD(E), primary screen, biochemical, fluorescence polarization, human fibrin, Tn7 probe. Fibrinogen beta chain (Homo sapiens), P02675. FP displacement of FITC-Tn7 peptide from fibrin DD(E); 0% = median of compound wells per plate. inhibition, % at 8.3 µM. 370,000 compounds, 0.13% hits;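 active means inhibition above the mean of compounds falling within the control limits plus 3 SD of them, cut at about 14% in these data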;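 further: 0% = plate median of compound wells and 100% = 10 µM Aha-Tn7 peptide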
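System: human fibrin DD(E); quantity: Fibrin-DD(E) at 2 µM final; also added: fluorescent Tn7 probe at 0.1 µM; compound dosing: single nominal test concentration of 8.3 µM per compound; schedule: 10 min preincubation, 3 h with tracer, room temperature; detection: fluorescence polarization of the labelled Tn7 tracer; repeats: one replicate per compound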
Numbers without * were called inactive; / = no result given.

1) C/C(=C\C(=O)c1ccc(Br)cc1)NCc1ccc2c(c1)OCO2
2) CN(C)c1cc(-c2ccc(Cl)c(Cl)c2)oc(=O)c1Cl
3) COc1ccc(OC)c(CN2CCN(C(=O)c3cccc(S(=O)(=O)Nc4ccc(F)cc4)c3)CC2)c1
4) CN1CCCN(Cc2ccccc2Br)CC1
5) CCOc1ccc(NC(=O)CN(C)C(=O)CCNC(=O)c2ccco2)cc1OCC
6) Cc1[nH]c(=O)c(C#N)cc1-c1csc(-c2ccccc2)n1
7) O=S1(=O)c2ccc(N3CCC[C@H]3CO)cc2O[C@H]2CCN1C2
8) CCOc1ccccc1OCCCC(=O)Nc1cccc(-n2cnnn2)c1C
9) Cc1cc(SCc2ccc(Br)cc2)nc(=O)[nH]1
10) Cn1c(=O)c2c(nc(SCC(=O)Nc3ccccc3N3CCCCC3)n2C)n(C)c1=O

Assay by compound | 1 | 2 | 3 | 4 | 5 | 6 | 7 | 8 | 9 | 10
MBD2 inh | 0.8 | -2.1 | -1.2 | -1.9 | -2.9 | 4.2 | -0.1 | -5.9 | -4.3 | 0.8
DDE Tn6 FP inh | 0.8 | -0.3 | 6.0 | 6.0 | -1.4 | -1.6 | 5.9 | 2.8 | -3.8 | -4.3
ADAM17 inh | -4.2 | 2.9 | 4.9 | -2.1 | -1.0 | -6.9 | -7.0 | -3.7 | -6.6 | -2.7
proKLK7 act | -1.9 | -0.1 | 0.2 | 0.5 | -0.3 | -0.4 | 0.5 | 0.8 | -0.2 | 0.3
PLC-gamma1 inh | -11.1 | 7.3 | 1.3 | 2.2 | 3.0 | -2.8 | -3.2 | 1.5 | 0.3 | 0.5
UHRF1 MBD2 ctr | 2.1 | 2.9 | -0.6 | -2.2 | -2.5 | 1.0 | -2.6 | -0.8 | 2.1 | -0.1
ARFGAP1 inhibitor | -10.9 | -11.4 | 0.5 | 6.6 | -0.8 | 1.5 | / | 6.4 | 8.4 | 5.9
PLC-beta3 inh | -14.2 | -3.1 | -1.2 | 1.0 | 2.7 | -9.4 | 0.8 | -2.1 | 0.4 | 2.7
ASAP1 GAP inh | 15.7 | 4.0 | 8.4 | -10.0 | -2.3 | -4.9 | / | 7.5 | -3.2 | 0.1
DDE Tn7 FP inh | -7.7 | -2.2 | -3.9 | -2.0 | -2.3 | 1.0 | -0.9 | -1.1 | 3.0 | -6.0

The closing two entries of the part before come first, to join the parts.
9) Cc1cc(SCc2ccc(Br)cc2)nc(=O)[nH]1
10) Cn1c(=O)c2c(nc(SCC(=O)Nc3ccccc3N3CCCCC3)n2C)n(C)c1=O
11) CC(=O)Nc1ccc(Nc2nc(-c3c(C)nc4ccccn34)cs2)cc1
12) CCOC(=O)c1ccc(Nc2nc(C)cc(=O)[nH]2)cc1
13) CN1CCN(CC(=O)c2ccccc2F)CC1
14) COc1ccccc1NS(=O)(=O)c1ccc(O)c(C(N)=O)c1
15) Cc1ccc(NC(=O)CN2C(=O)c3ccccc3C2=O)c(C)c1
16) CCOC(=O)C1(C(=O)OCC)N=C(c2ccccc2)C=C1c1ccccc1
17) Cc1cn([C@H]2C[C@H](O)[C@@H](CNC(=O)[C@H](N)Cc3cscn3)O2)c(=O)[nH]c1=O
18) Cc1nc2scc(-c3ccc(Cl)cc3)c2c(=O)o1
19) Cc1nc(-c2ccc(NC(=O)C3CCCCC3)cc2)cs1
20) COc1cc2c(cc1C1NC(=S)NC(C)=C1C(=O)N(C)C)CCCC2 (stereo unspecified)

Assay by compound | 9 | 10 | 11 | 12 | 13 | 14 | 15 | 16 | 17 | 18 | 19 | 20
MBD2 inh | -4.3 | 0.8 | -1.4 | 0.3 | 0.8 | -3.3 | -0.5 | -9.6 | -0.6 | -1.9 | 2.3 | -2.1
DDE Tn6 FP inh | -3.8 | -4.3 | -2.5 | -0.6 | -5.9 | 6.0 | -4.4 | 6.2 | -2.7 | -1.2 | -2.4 | -1.1
ADAM17 inh | -6.6 | -2.7 | -1.5 | -3.4 | -2.7 | -11.9 | -0.8 | 0.9 | -5.0 | 1.4 | -0.2 | 0.1
proKLK7 act | -0.2 | 0.3 | -0.3 | -0.5 | 0.5 | 0.1 | -0.3 | -0.2 | -0.1 | 0.0 | -0.1 | -0.3
PLC-gamma1 inh | 0.3 | 0.5 | -31.2 | -6.5 | -2.3 | -3.9 | -2.9 | 3.4 | -2.2 | -0.6 | 3.0 | 2.4
UHRF1 MBD2 ctr | 2.1 | -0.1 | -2.0 | -3.3 | 0.4 | 2.1 | -0.6 | -2.5 | -0.6 | 0.4 | -1.4 | -0.2
ARFGAP1 inhibitor | 8.4 | 5.9 | 6.4 | -3.5 | 12.4 | -4.4 | -9.6 | -19.7 | 10.8 | -2.0 | -0.9 | 4.0
PLC-beta3 inh | 0.4 | 2.7 | -50.7 | -2.1 | -4.3 | -2.3 | -4.9 | -0.4 | -2.6 | 0.0 | 0.9 | -0.7
ASAP1 GAP inh | -3.2 | 0.1 | 2.1 | -4.7 | -1.1 | 11.1 | -5.5 | -4.1 | -3.6 | 11.1 | 1.2 | 5.4
DDE Tn7 FP inh | 3.0 | -6.0 | 2.9 | -2.2 | -3.8 | 0.2 | 0.7 | 8.8 | -3.4 | 6.4 | -1.8 | 4.1

21) COc1ccc(S(=O)(=O)N=Nc2c(O)[nH]c3ccccc23)cc1
22) COc1ccc(-c2cc(=O)oc3cc(OCC(=O)N[C@@H](Cc4c[nH]c5ccccc45)C(=O)O)ccc23)cc1
23) COc1ccccc1N1CCN(C(=O)CN(CCc2ccccc2)S(C)(=O)=O)CC1
24) COc1ccccc1-n1cc(CN2CCN(C3CCCC3)C(CCO)C2)cn1 (stereo unspecified)
25) CC1CN(C(=O)c2cc(COc3c(F)cccc3F)on2)CCN1C (stereo unspecified)
26) COC(=O)c1c(NC(=O)c2ccc(Br)o2)sc(C)c1C

Assay by compound | 21 | 22 | 23 | 24 | 25 | 26
MBD2 inh | 13.4* | 1.2 | 3.2 | -1.0 | -2.0 | 2.1
DDE Tn6 FP inh | -1.1 | 1.6 | 1.2 | 6.0 | -2.0 | -0.9
ADAM17 inh | -6.8 | -0.2 | -2.1 | -2.4 | -4.7 | -4.3
proKLK7 act | 0.3 | 2.3 | 1.0 | -0.6 | -0.4 | 0.4
PLC-gamma1 inh | -2.9 | -16.2 | 0.1 | -1.2 | -1.4 | -8.3
UHRF1 MBD2 ctr | 45.9* | 0.0 | -2.7 | -0.5 | -1.2 | -2.0
ARFGAP1 inhibitor | 1.5 | 0.3 | 4.2 | -5.8 | 6.1 | -10.1
PLC-beta3 inh | -2.1 | -23.4 | 2.0 | -1.4 | -9.6 | -9.1
ASAP1 GAP inh | -5.7 | -17.2 | -2.4 | -5.4 | -10.3 | -8.6
DDE Tn7 FP inh | -1.7 | -1.6 | 1.8 | 8.6 | -3.9 | -1.8

A different layout for some results above.
Each structure is followed by: MBD2 inh, DDE Tn6 FP inh, ADAM17 inh, proKLK7 act, PLC-gamma1 inh, UHRF1 MBD2 ctr, ARFGAP1 inhibitor, PLC-beta3 inh, ASAP1 GAP inh, DDE Tn7 FP inh
15. Cc1ccc(NC(=O)CN2C(=O)c3ccccc3C2=O)c(C)c1
→ -0.5, -4.4, -0.8, -0.3, -2.9, -0.6, -9.6, -4.9, -5.5, 0.7
16. CCOC(=O)C1(C(=O)OCC)N=C(c2ccccc2)C=C1c1ccccc1
→ -9.6, 6.2, 0.9, -0.2, 3.4, -2.5, -19.7, -0.4, -4.1, 8.8
17. Cc1cn([C@H]2C[C@H](O)[C@@H](CNC(=O)[C@H](N)Cc3cscn3)O2)c(=O)[nH]c1=O
→ -0.6, -2.7, -5.0, -0.1, -2.2, -0.6, 10.8, -2.6, -3.6, -3.4
18. Cc1nc2scc(-c3ccc(Cl)cc3)c2c(=O)o1
→ -1.9, -1.2, 1.4, 0.0, -0.6, 0.4, -2.0, 0.0, 11.1, 6.4
19. Cc1nc(-c2ccc(NC(=O)C3CCCCC3)cc2)cs1
→ 2.3, -2.4, -0.2, -0.1, 3.0, -1.4, -0.9, 0.9, 1.2, -1.8
20. COc1cc2c(cc1C1NC(=S)NC(C)=C1C(=O)N(C)C)CCCC2 (stereo unspecified)
→ -2.1, -1.1, 0.1, -0.3, 2.4, -0.2, 4.0, -0.7, 5.4, 4.1
21. COc1ccc(S(=O)(=O)N=Nc2c(O)[nH]c3ccccc23)cc1
→ 13.4*, -1.1, -6.8, 0.3, -2.9, 45.9*, 1.5, -2.1, -5.7, -1.7
22. COc1ccc(-c2cc(=O)oc3cc(OCC(=O)N[C@@H](Cc4c[nH]c5ccccc45)C(=O)O)ccc23)cc1
→ 1.2, 1.6, -0.2, 2.3, -16.2, 0.0, 0.3, -23.4, -17.2, -1.6
23. COc1ccccc1N1CCN(C(=O)CN(CCc2ccccc2)S(C)(=O)=O)CC1
→ 3.2, 1.2, -2.1, 1.0, 0.1, -2.7, 4.2, 2.0, -2.4, 1.8
24. COc1ccccc1-n1cc(CN2CCN(C3CCCC3)C(CCO)C2)cn1 (stereo unspecified)
→ -1.0, 6.0, -2.4, -0.6, -1.2, -0.5, -5.8, -1.4, -5.4, 8.6
25. CC1CN(C(=O)c2cc(COc3c(F)cccc3F)on2)CCN1C (stereo unspecified)
→ -2.0, -2.0, -4.7, -0.4, -1.4, -1.2, 6.1, -9.6, -10.3, -3.9
26. COC(=O)c1c(NC(=O)c2ccc(Br)o2)sc(C)c1C
→ 2.1, -0.9, -4.3, 0.4, -8.3, -2.0, -10.1, -9.1, -8.6, -1.8
